KOR beta-arrestin-1: KOR agonists, beta-arrestin recruitment, primary screen, cell-based, luminescence, uHTS (AID 1777) | KOR beta-arrestin recruitment, luminescence; higher % means a stronger effect | one-dose activation, % at 10 µM; EC50 in µM for titrated hits | 0.02% of 280,000 active; in the data active = activation above about 50%, passing the limit was not always enough; note: a part of the inactive calls stands beside numbers as strong as those of hits
KOR beta-arrestin-2: KOR antagonists, beta-arrestin recruitment, cell-based, luminescence, uHTS (AID 1778). KOR beta-arrestin recruitment, luminescence, antagonist mode; higher % means a stronger effect. one-dose inhibition, % at 10 µM; IC50 in µM for titrated hits. 0.091% of 290,000 active; note: strong numbers were not always called active
GPR55 activation: GPR55 agonists via beta-arrestin recruitment, primary screen, imaging, U2OS cells, beta-arrestin-GFP redistribution (AID 1961) | 0.048% of 290,000 active | one-dose activation, % at 10 µM; EC50 in µM for titrated hits | U2OS GPR55 beta-arrestin-GFP redistribution imaging; higher % means a stronger effect;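 active = activation above 40% with more than 50 cells counted in the well; inconclusive = wells holding fewer than 50 cells, flagged as toxic or sparse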;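 note: U2OS osteosarcoma cells stably expressing GPR55 and beta-arrestin-GFP; plate controls were DMSO negative control for no effect and LPI positive control for full effect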
Yfh1-depleted yeast: mitochondrial function rescue without frataxin homolog – Friedreich's ataxia, plus single-dose screen, dose response (AID 1465); S. cerevisiae Yfh1-off respiration, WST-1 reduction, 72 h; higher fold induction means a stronger effect; fold induction at 50 µM; hits with a dose series show EC50 in µM; 0.074% of 220,000 active;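 active = fold induction of absorbance versus untreated yeast above a set limit, then at least 30% activation at any dose in follow-up; inconclusive = repeats straddling the limit, or above it without dose testing; inactive = fold induction below the set limit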;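 note: activators that raise dye reduction in frataxin-depleted yeast; strong numbers were not always called active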
NOD1 NF-kB reporter: NOD1 signaling inhibitors, primary screen, cell-based, luminescence, uHTS (AID 1578). NOD1-driven NF-kB luciferase reporter cells, luminescence; higher % means a stronger effect. one-dose inhibition, % at 4 µM; EC50 in µM for titrated hits. 1% of 290,000 active; in the data active = inhibition mostly above about 36%, no sharp cut-off; inactive = mostly below about 34%;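 note: HEK-293T reporter cells stimulated with the NOD1 agonist gamma-tri-DAP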
CSM14.1 death rescue: rescue of cells from ER stress-induced death, primary screen, 384-well, CSM14.1, thapsigargin, ATP luminescence (AID 1222) | CSM14.1 thapsigargin-induced death rescue, ATP luminescence; higher % means a stronger effect | cellular ATP content (survival), % at 20 µM; hits with a dose series show EC50 in µM | 190,000 tested, under 10 active;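 active = EC50 below 50 µM in the dose-response confirmation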;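 note: death triggered by thapsigargin at about 15 µM added after 2 h compound pretreatment; cell ATP read after overnight thapsigargin exposure of roughly 18 to 22 hours; normalized against plate controls of thapsigargin alone and 5% DMSO vehicle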
HEK293 NOD2/NF-kB: inhibition of NOD2-driven NF-kB reporter – cell-based, luminescence, uHTS, HEK293 (AID 1566). 0.63% of 290,000 active. one-dose inhibition, % at 4 µM; EC50 in µM for titrated hits. HEK293 NOD2/NF-kB luciferase reporter, luminescence; higher % means a stronger effect; note: many of its hits are not listed in these tables
NTR1 agonist: NTR1-driven beta-arrestin-GFP spot formation – imaging, U2OS cells, high content, primary screen (AID 493036) | P30989 | agonist mode | activation, % at 20 µM | 0.17% of 330,000 active;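 active = activation at or above 40% of the spot to cytoplasm intensity ratio, with at least 20 cells analyzed; inconclusive = wells under 20 cells, flagged as cytotoxic or low count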;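 note: 0% = DMSO without peptide and 100% = 100 nM NTR1 peptide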
Target sequence (P30989 whole entry, looked up): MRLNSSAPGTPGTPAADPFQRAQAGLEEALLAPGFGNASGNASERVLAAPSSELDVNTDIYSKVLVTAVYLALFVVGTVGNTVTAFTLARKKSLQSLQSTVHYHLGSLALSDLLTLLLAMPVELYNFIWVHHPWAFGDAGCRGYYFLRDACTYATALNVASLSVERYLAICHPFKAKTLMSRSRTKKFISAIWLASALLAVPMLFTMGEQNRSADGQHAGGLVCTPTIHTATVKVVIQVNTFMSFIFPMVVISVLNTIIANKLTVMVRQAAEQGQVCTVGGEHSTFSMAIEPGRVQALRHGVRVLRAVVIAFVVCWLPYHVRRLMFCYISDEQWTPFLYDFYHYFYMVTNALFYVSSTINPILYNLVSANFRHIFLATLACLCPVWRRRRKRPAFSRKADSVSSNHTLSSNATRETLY
TNAP activators: stimulation of alkaline phosphatase TNAP activity – biochemical, luminescent, no phosphate acceptor, uHTS, primary screen (AID 1001); 0.03% of 200,000 active; activation fold at 20 µM, or EC50 in µM where a hit was titrated; purified TNAP, luminescent activation assay, no phosphate acceptor; higher activation fold means a stronger effect; in the data active = activation fold from about 3, or a potency from the dose series; inactive = the rest, 99 in 100 with activation fold below about 1.6; note: many of its hits are not listed in these tables
NTR1 agonist cell count 20 µM: recorded beside NTR1 agonist, whose call it bears; cell count; measured here: cell count, cytotoxicity flag
Numbers without * were called inactive; i = inactive; ? = inconclusive; . = not tested or not shown; [ ] = remark or other dose. Cut-off read from the data, not from the text of the source, unless noted: active = inhibition above about 50%; inactive = the rest. A portion of the library (hit frequency here may not be typical).

mol	HEK293 NOD2/NF-kB	GPR55 activation	Yfh1-depleted yeast	NTR1 agonist	KOR beta-arrestin-2	CSM14.1 death rescue	NTR1 agonist cell count 20 µM	KOR beta-arrestin-1	TNAP activators	NOD1 NF-kB reporter
CCn1c(SCC(=O)N2CCN(c3ccccc3)CC2)nnc1-c1cc2cc(Cl)ccc2o1	41%	0.2%	i	5.0	10%	-2.4%	72	3.7%	1.1	5%
Cc1ccccc1OCC(=O)Nc1ccc2c(c1)C(=O)c1ccccc1C2=O	0%	-0.2%	i	7.3	-20%	-0.3%	79	58%	0.9	-30%
CCN(CC)C(=O)C1CCCN(Cc2ccc(OC)c(C)c2)C1 (configuration not stated)	1%	-0.2%	i	-0.6	-7%	-3.1%	83	0.6%	1.1	-15%
O=C(Cc1nc2ccccc2[nH]1)NCc1ccco1	-3%	-0.3%	i	0.3	-6%	-0.3%	41	4.6%	1.1	1%
CCOC(=O)C1=C(CN2CCCCCC2)NC(=O)NC1c1cccc([N+](=O)[O-])c1 (configuration not stated)	-4%	-0.5%	i	1.5	-6%	-0.7%	76	-2.4%	1.1	3%
COc1ccc(CC(=O)Nc2ccccc2-c2ccccc2)cc1OC	18%	1.5%	.	1.5	-5%	.	45	5.8%	.	-6%
O=C(NCc1ncc(C(F)(F)F)cc1Cl)Nc1ccccc1	5%	-0.1%	.	-0.5	10%	.	54	-0.9%	.	0%
O=C(O)c1csc(-c2cccc(Cl)c2)n1	-5%	0.3%	i	2.2	21%	.	47	-1.1%	.	-6%
COc1ccc(NC(=O)CSc2nnc(C3CC3)n2N)cc1	15%	0.0%	i	-0.6	0%	-1.5%	62	1.9%	1	13%
CN1CCC(OC(=O)Cc2ccc(Cl)cc2)CC1	18%	0.5%	i	-0.5	0%[20 µM]	-1.0%	75	-1.2%	1.1	-12%
O=S(=O)(Cc1ccccc1Cl)NCCc1ccccc1	15%	0.0%	i	1.7	-20%	-1.3%	92	0.7%	1	-14%
Fc1ccc(C(CNC(=S)NC2CCCCC2)N2CCOCC2)cc1 (configuration not stated)	-10%	0.1%	i	1.3	-7%	-1.6%	49	-0.6%	1	-48%

mol	HEK293 NOD2/NF-kB	GPR55 activation	Yfh1-depleted yeast	NTR1 agonist	KOR beta-arrestin-2	CSM14.1 death rescue	NTR1 agonist cell count 20 µM	KOR beta-arrestin-1	TNAP activators	NOD1 NF-kB reporter
CN(CC(=O)Nc1ccccc1)CC(=O)Nc1ccc(F)cc1	-8%	-0.1%	.	0.4	-38%	.	59	2.8%	.	-21%
O=S(=O)(NCc1ccccc1)NCc1ccccc1F	-3%	-0.5%	.	0.3	-32%	-1.5%	94	3.4%	1.2	-47%
COc1cccc(Nc2nc(C)cc(C)c2C(N)=O)c1	11%	0.2%	.	0.4	-35%[20 µM]	.	63	-0.1%	.	-31%
CN(CC(=O)Nc1cccc(F)c1)CC(=O)Nc1cccc(S(N)(=O)=O)c1	0%	0.0%	i	0.6	5%	.	54	9.6%	.	-7%
CCCCC(=O)Nc1ccc(Br)cn1	-10%	-0.1%	i	-1.9	-10%	-1.1%	62	-0.4%	1.1	-36%
CCC(CC)NC(=O)c1cc([N+](=O)[O-])ccc1N1CCOCC1	18%	0.5%	i	-0.5	5%	0.0%	56	-6.3%	1	-5%
CCOc1ccc(C(=O)NC(=S)Nc2cccc(S(=O)(=O)NC3=NCCC3)c2)cc1	5%	-0.6%	i	2.0	-93%	-1.3%	49	-3.2%	0.9	-30%
COc1ccc(S(=O)(=O)Nc2nc3ccccc3s2)cc1	-2%	-0.1%	i	-1.1	-41%	1.5%	74	3.7%	0.9	16%
CCOc1ccc(NC(=O)CC2C(=O)N(c3ccccc3)C(=S)N2Cc2ccccn2)cc1 (configuration not stated)	-6%	-0.1%	i	-1.2	14%	-2.1%	101	-2.8%	1.1	0%
Cc1ccc(O)c(C(=O)c2cc(C(=O)NCCc3ccccc3)c(=O)n(CCc3ccccc3)c2)c1	7%	0.3%	i	2.9	-3%	-0.2%	51	4.6%	1.1	-6%
CC(C)NC(=O)c1ccccc1NC(=O)CS(=O)(=O)Cc1ccccc1	-7%	-0.1%	i	-0.1	4%	-1.5%	41	-1.8%	1.1	-4%
O=C(Nc1ccc2ncccc2c1)c1cc(Cl)ccc1Cl	2%	0.3%	i	-1.5	-39%	1.8%	101	7.1%	1.1	-16%

mol	HEK293 NOD2/NF-kB	GPR55 activation	Yfh1-depleted yeast	NTR1 agonist	KOR beta-arrestin-2	CSM14.1 death rescue	NTR1 agonist cell count 20 µM	KOR beta-arrestin-1	TNAP activators	NOD1 NF-kB reporter
COCCNC(=S)N1CCC(NC(=O)Nc2ccc(C)cc2)CC1	-8%	0.1%	i	-0.4	11%	-0.7%	35	-0.1%	1.1	-32%
Cc1cc(=O)[nH]c2c1c(-c1ccccc1)nn2C	-13%	-0.1%	i	2.5	-19%	.	53	2.0%	.	-13%
COc1ccccc1OCCCOc1c(C)cc(C)cc1Br	5%	-0.3%	i	7.9	-29%	-2.4%	69	1.4%	1.2	-31%
O=C(COc1ccccc1[N+](=O)[O-])c1ccccc1	3%	0.2%	i	-0.2	-43%[20 µM]	-2.1%	74	0.5%	0.9	-8%
Cc1nn(-c2ccc(Cl)cc2)c2sc(C(=O)c3c(N)n(C)c(=O)n(C)c3=O)cc12	4%	0.0%	i	-0.9	26%	-0.9%	61	-0.5%	1	10%
O=C(C1CCC1)N1CCN(c2ccc(Cl)cc2)CC1	-4%	-0.2%	.	-0.1	-14%	.	58	6.3%	.	-9%
Cc1nc(N)nc(C)c1Cc1ccccc1	6%	-0.6%	i	0.5	27%	-0.8%	86	-1.9%	1.1	7%
O=C(NC(=O)c1ccccc1)Nc1ccccc1	-133%	0.0%	.	1.3	-10%	.	101	-1.9%	.	-4%
O=C(Nc1cnn(Cc2ccc(Cl)cc2)c1)C1CCCC1	-24%	-0.1%	i	0.3	23%	-1.4%	88	3.0%	1.1	-40%
CCC1CCCCN1CCCNC(=O)c1cc2c(Cl)nc3ccccc3c2s1 (configuration not stated)	11%	1.0%	i	0.0	-3%	-9.3%	64	3.0%	1.1	0%
CC(=O)Oc1ccc2c(c1)O/C(=C\c1ccncc1)C2=O	9%	-0.1%	i	-0.6	20%	.	65	3.7%	.	-6%
CCCOc1ncnc2c1[nH]c1ccc(OC)cc12	11%	-0.2%	i	0.5	-25%	.	31	1.3%	.	-9%

mol	HEK293 NOD2/NF-kB	GPR55 activation	Yfh1-depleted yeast	NTR1 agonist	KOR beta-arrestin-2	CSM14.1 death rescue	NTR1 agonist cell count 20 µM	KOR beta-arrestin-1	TNAP activators	NOD1 NF-kB reporter
CCc1nc2ccc(Cc3ccc4nc(CC)[nH]c4c3)cc2[nH]1	18%	0.0%	.	-0.1	-8%	.	87	-3.0%	.	-5%
COCCn1c(=O)c2c(nc3n2CCN3c2ccc(C)cc2)n(C)c1=O	9%	0.0%	i	.	.	-0.3%	.	.	1	-3%
COc1ccc(Cl)cc1Nc1nc(C)cc(=O)[nH]1	0%	-0.1%	i	-0.1	10%	.	48	2.5%	1.1	-34%
CCN(CC)C(=O)C1CCN(c2ncnc3c2cnn3-c2ccc(C)cc2C)CC1	14%	0.0%	i	1.0	3%	-0.7%	51	-1.6%	1.1	-1%
COC(=O)c1cc(=O)n(Cc2ccccc2)c(=NCc2ccccc2)s1	-10%	0.6%	i	4.0	-23%	1.0%	90	3.5%	1.1	-34%
C=CCC1(CC=C)CCCN1C(=O)C1CCC(=O)N(CCc2ccc(Cl)cc2)C1 (configuration not stated)	5%	0.0%	.	-0.9	-3%	.	65	-0.7%	.	-12%
Cn1c(=O)c2c(nc(Oc3ccccc3Cl)n2C)n(C)c1=O	26%	-0.3%	.	.	10%	.	.	-3.3%	.	-7%
NC(=O)c1c(NC(=O)CSc2nc(N)cc(=O)[nH]2)sc2c1CCCC2	9%	-0.2%	i	0.3	-3%	.	65	4.5%	.	1%
COC(=O)c1[nH]c2c(c1C)C(=O)CC(c1ccc(OC)c(OC)c1)C2 (configuration not stated)	15%	-0.1%	.	3.1	15%	.	107	-3.4%	.	2%
Cc1ccc(-n2c(C)cc(/C=N/NC(N)=S)c2C)cc1	-18%	-0.1%	i	1.5	-19%	0.9%	53	-0.9%	1.1	-34%
Cc1cc(=O)[nH]c2c1c(C)nn2C(C)(C)C	7%	0.3%	i	-0.5	2%	.	63	1.7%	.	-7%
COc1ccc(Nc2ncccc2C(=O)O)cc1	-36%	0.2%	i	-0.7	32%	0.6%	69	1.0%	1.1	-20%

mol	HEK293 NOD2/NF-kB	GPR55 activation	Yfh1-depleted yeast	NTR1 agonist	KOR beta-arrestin-2	CSM14.1 death rescue	NTR1 agonist cell count 20 µM	KOR beta-arrestin-1	TNAP activators	NOD1 NF-kB reporter
CC(Oc1ccc(F)cc1)C(=O)N1CCN(c2ncccn2)CC1 (configuration not stated)	12%	-0.2%	.	-0.1	-4%	.	51	1.6%	.	-18%
CC12CCC(C(=O)Nc3ccccc3Br)(C/C1=N\O)C2(C)C (configuration not stated)	2%	0.0%	i	-0.1	-58%	4.8%	81	3.4%	1.1	17%
CCn1cnc2sc(C(=O)N(Cc3ccc(N(C)C)cc3)Cc3ccco3)c(C)c2c1=O	4%	0.1%	i	6.5	-25%	-3.4%	35	-1.0%	1	-2%
CC(=O)Nc1ccc(NC(=O)CSc2nc3ccccc3nc2N2CCCCC2)cc1	21%	-0.2%	.	0.1	17%	.	52	-0.3%	.	-12%
CCOC(=O)CNc1c(N2CCN(c3ccccn3)CC2)c(=O)c1=O	17%	-0.1%	i	-1.9	3%	-0.9%	97	1.8%	1.2	26%
COc1cccc(NC(=O)CSc2nnc(-c3ccoc3C)n2-c2ccccc2)c1	22%	-0.1%	?	6.9	9%	0.6%	89	-1.2%	1	-10%
CN(c1ccc(OCC(=O)Nc2nc3ccccc3s2)cc1)S(=O)(=O)c1ccccc1	8%	0.4%	i	-0.7	-2%	1.1%	94	5.2%	1.1	-12%
CCc1cc(C(=O)c2ccc(OC)cc2)c(NC(=O)CN2CCCCC2)s1	6%	0.3%	i	4.3	4%	.	56	-3.0%	.	-2%
O=C(N/N=C/c1cccc([N+](=O)[O-])c1)c1cc2c(ccc3ccccc32)o1	-7%	-0.1%	.	1.3	0%	-0.6%	61	-0.1%	1	-10%
COCc1c(C(=O)N/N=C/c2ccc(C)o2)nnn1-c1nonc1N	0%	0.0%	.	-0.6	0%	.	46	-2.4%	.	-28%
COc1ccc(N(CC(=O)NC2CCCCC2)C(=O)c2ccc(C)s2)cc1OC	4%	-0.2%	.	0.8	-62%	.	47	-1.1%	.	7%

Screening results deposited in PubChem by several laboratories.
